# ERp5 inh: blocks human ERp5 reductase activity on insulin; Q15084; ERp5 insulin aggregation, absorbance 650 nm, 90 min; inhibition, % at 9.99 µM; actives 0.05% (n = 350,000); AID 651711;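 active = mean replicate inhibition above about 25%, with every replicate also reaching it, limit read from the data, passing the limit was not always enough; inconclusive = only one of those two criteria met; inactive = neither criterion met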
# Target sequence (Q15084 whole entry, looked up): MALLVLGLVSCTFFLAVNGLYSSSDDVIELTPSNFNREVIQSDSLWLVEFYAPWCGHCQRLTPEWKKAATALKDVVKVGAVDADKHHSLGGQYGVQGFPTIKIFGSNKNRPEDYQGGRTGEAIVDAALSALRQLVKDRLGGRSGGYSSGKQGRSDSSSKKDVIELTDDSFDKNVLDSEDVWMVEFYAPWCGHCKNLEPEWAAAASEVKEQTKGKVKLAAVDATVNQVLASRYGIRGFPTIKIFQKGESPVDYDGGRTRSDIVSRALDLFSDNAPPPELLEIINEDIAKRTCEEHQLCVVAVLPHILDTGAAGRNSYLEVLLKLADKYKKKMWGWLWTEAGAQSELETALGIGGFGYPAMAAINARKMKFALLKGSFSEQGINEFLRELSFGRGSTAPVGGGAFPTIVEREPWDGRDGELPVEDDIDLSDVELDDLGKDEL
# E-sel inducer: induces E-selectin expression in human endothelial cells | P16581 | HUVEC E-selectin immunofluorescence imaging; normalized: neutral wells 0, TNF-alpha wells 100 | activation, % at 7.58 µM | actives 0.37% (n = 260,000);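 active = mean E-selectin-positive cell signal at least 10% of the positive control, reached in at least 60% of replicates, without over 20% cell loss; inconclusive = no rule given, readout overlaps actives, possibly toxicity-flagged; inactive = the rest, including those meeting only one limit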;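 also: in these data hits start at about 27%; measured in HUVEC primary endothelial cells; signal is the percent of cells scored E-selectin positive by PE staining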
#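 Test system – human umbilical vein endothelial cells (HUVEC), E-selectin induction · Input – 3,000 HUVEC seeded per well · Buffer or medium – EGM-2, gelatin · Compound dosing – single-point compound dose · Detection – immunofluorescence imaging · Measure – percent E-selectin-positive cells · Controls – TNF-alpha high, DMSO low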
# DENV2 CPE rescue: DENV2-induced cell death inhibition; DENV2-infected cells, cytopathic effect rescue, plate reader; CPE inhibition, % at 9.99 µM; actives 1.7% (n = 350,000); in the data active = CPE inhibition above about 20%, passing the limit was not always enough; inconclusive = no clear call, values can overlap the other calls; tested in BHK-21 cells;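 also: 0% = median of neutral control wells and 100% = median of positive control wells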
# S100A4 MyoIIA: blocks human S100A4 binding to myosin IIA peptide; S100A4/TAMRA-MyoIIA peptide fluorescence polarization; inhibition, % at 10.7 µM; actives 0.14% (n = 360,000);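 active = mean inhibition of at least 70% across replicates, with every replicate also reaching that level; inconclusive = mean inhibition reaches 70% but some replicates fall short; inactive = mean inhibition below 70%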
# Target sequence (P26447 whole entry, looked up): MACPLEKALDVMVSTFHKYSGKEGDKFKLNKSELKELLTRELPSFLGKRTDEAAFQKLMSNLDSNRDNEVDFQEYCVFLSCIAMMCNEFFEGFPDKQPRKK
#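 Material: S100A4 monomer (human). Medium: Calcium-containing HEPES buffer, pH 7.2. Probe or stimulus: labelled myosin peptide probe, 5 nM. Compound dosing: one concentration per compound. Timing: polarization read 5 min after assay mix addition, stable 5–60 min. Benchmarks: DMSO as neutral control, TFP as positive control.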
# PglD inh: inhibitors of Campylobacter jejuni PglD acetyltransferase; actives 0.098% (n = 360,000); AID 602405; inhibition, % at 12.5 µM; purified PglD enzyme, DTNB colorimetric CoA detection; in the data active = inhibition above about 16%, passing the limit was not always enough; inconclusive = no clear call, values can overlap the other calls; also: strong numbers were not always called active
# Statin myotox sup: suppression of simvastatin myotoxicity; C2C12 myotubes + simvastatin, ATP luminescence, 48 h; scaled: DMSO 0, geranylgeraniol control 100; rescue of ATP level, % at 7.49 µM; actives 0.78% (n = 330,000); AID 602340;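 active = mean ATP rescue above about 67%, or every replicate alone reaching that limit, limit read from the data, passing the limit was not always enough; inconclusive = no clear call, values can overlap the other calls; inactive = mean under the limit and some replicate under it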;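 also: myotubes were challenged with 10 µM simvastatin during compound exposure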
# SIRT5 inh: blocks human SIRT5 desuccinylation of peptide; Purified SirT5, succinyl-peptide AMC, trypsin-coupled fluorescence; actives 1.1% (n = 330,000); inhibition, % at 15 µM; AID 652115; in the data active = inhibition above about 15%; inconclusive = no clear call, values can overlap the other calls
# Target sequence (Q9NXA8 whole entry, looked up): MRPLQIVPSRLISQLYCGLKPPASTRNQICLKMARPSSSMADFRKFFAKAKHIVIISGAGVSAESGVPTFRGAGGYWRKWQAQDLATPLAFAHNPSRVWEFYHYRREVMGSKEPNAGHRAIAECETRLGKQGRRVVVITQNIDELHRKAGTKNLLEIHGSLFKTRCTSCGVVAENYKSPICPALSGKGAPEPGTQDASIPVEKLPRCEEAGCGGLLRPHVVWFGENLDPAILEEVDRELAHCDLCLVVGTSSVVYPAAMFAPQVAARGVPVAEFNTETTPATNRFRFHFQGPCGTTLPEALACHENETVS
# * marks the source's active call; other numbers are inactive results; ? = inconclusive; nt = not tested or not shown; & = joins results of further samples. Only part of the results is shown; count on the stated rates, not on these rows.
# Every second line gives: ERp5 inh, E-sel inducer, DENV2 CPE rescue, S100A4 MyoIIA, PglD inh, Statin myotox sup, SIRT5 inh
COc1cccc(CNC(=O)CCCNC(=O)c2ccc(Cl)cc2)c1
 : 1.5, -0.8, 4.0, -0.5, 1.9, 5.3, -4.3
COc1ccc(C#Cc2cnc3c(c2)C(=O)N([C@@H](C)CO)C[C@@H](C)[C@H](CN(C)C(=O)CC2CC2)O3)cc1
 : 8.4, -0.7, nt, 6.1, -1.6, 2.5, 5.3
CC(C(=O)Nc1ccc(Cl)cc1)N1C(=O)NC2(CCCC2)C1=O (stereo not drawn)
 : -1.4, -0.1, 3.2, -0.7, 3.8, -1.5, -1.5
Cc1c(OC(C(=O)O)c2ccccc2)ccc2c3c(c(=O)oc12)CCC3 (stereo not drawn)
 : 4.5, -0.2, -6.6, -2.3, 1.8, -3.1, -5.4
Cc1ccc(S(=O)(=O)N2CCOCC2)cc1C(=O)NCCc1ccc(Cl)cc1
 : 3.5, 0.0, -5.5, -7.5, nt, nt, -0.3
CSc1ccc(Cl)c(C(=O)NCCOc2cc(C)ccc2C(C)C)c1
 : 0.2, nt, 0.9, 0.1, -2.5, -4.5, -3.1
CCOc1ccc2nc(SCC(=O)NCc3ccccc3OC)[nH]c2c1
 : 5.6, -0.1, -1.5, -18.4, -3.3, 1.8, -3.1
Cc1cc(C)cc(NC(=O)COC(=O)CCCC2=NS(=O)(=O)c3ccccc3N2)c1
 : 0.2, -1.2, -0.5, -0.6, nt, nt, 2.2
O=C(Nc1nncs1)c1cc(-c2ccncc2)nc2ccc(Cl)cc12
 : 1.3, -0.1, 3.6, -0.7, 4.0, -7.0, 0.5
Cc1cc(NC(=O)CN(C)CCOc2ccccc2)ccc1Br
 : -0.5, 0.8, 14.9, -3.8, nt, nt, nt
COC(=O)CC(N)c1ccc(Br)cc1 (stereo not drawn)
 : 10.0, nt, 1.6, 0.8, -1.6, 8.4, -1.5
C[N+](C)(C)CCOc1ccc([N+](=O)[O-])cc1
 : 1.7, nt, -2.6, 0.2, nt, nt, -4.3
COc1ccccc1C1CC(c2ccc(Cl)cc2Cl)Nc2nc(N)nn21 (stereo not drawn)
 : -7.1, -0.1, -5.2, -16.6, -7.2, 29.7, nt
C[C@H](CO)N1C[C@H](C)[C@@H](CN(C)C(=O)Nc2ccc3c(c2)OCO3)Oc2ccc(NS(=O)(=O)c3cn(C)cn3)cc2C1=O
 : -0.9&5.2, 3.9&0.9, 3.5&-9.0, 57.2&0.3, -5.1&-3.6, -3.9&17.0, -10.7&-0.1
C=CCNS(=O)(=O)c1ccc2c(c1)n(C)c(=O)n2C
 : 0.3, nt, -5.5, 6.4, nt, nt, 0.8
C=CC[C@@H](CC(=O)N[C@@H](CO)Cc1ccccc1)C(=O)N[C@@H](COC(=O)[C@@H](CC=C)Cc1ccc(F)cc1)Cc1c[nH]c2ccccc12
 : 2.2, 0.1, 72.8*, -5.6, -1.8, 2.8, nt
Cc1nc(SCC(=O)NC2CCS(=O)(=O)C2)c(C#N)c(C)c1C (stereo not drawn)
 : 2.2, nt, -1.8, -1.7, 6.8, 6.6, 1.1
COC(=O)C[C@H]1CC[C@H]2[C@@H](COc3ccc(NC(=O)C4CC4)cc3C(=O)N2C)O1
 : -1.9, 84.9*, -4.6, -3.5, nt, nt, 4.3
O=C(NCCSCc1ccco1)Nc1cc(Cl)cc(Cl)c1
 : -0.6, -0.1, -2.5, 16.9, -3.3, 3.8, -5.3
O=C(C[C@H]1CC[C@@H](NS(=O)(=O)c2cccc(F)c2)[C@H](CO)O1)N1CCCCC1
 : -3.6, -0.3, 25.4*, 8.6, 1.4, 11.3, -4.8
O=C(Nc1ncn[nH]1)c1cc([N+](=O)[O-])ccc1Cl
 : 1.3, 0.0, -1.4, -21.3, 0.8, -1.7, 10.8
CCOc1ccc(/C(CCC(=O)O)=N/NC(=S)NC(C)C)cc1
 : -2.2, 3.1, nt, -4.1, nt, nt, 13.7
O=S(=O)(c1ccccc1)c1nc(-c2ccccc2)oc1N1CCCC1
 : -8.4, nt, 0.7, -2.1, -1.8, 6.3, -4.8
Nc1ncncc1-c1ccc(F)cc1
 : 0.3, nt, 14.8, 0.6, -1.3, 19.3, -0.5
CCOC(=O)c1sc(NC(=O)CCN2CCN(CC)CC2)c(C(=O)OCC)c1C
 : 1.7, nt, -4.6, 1.8, nt, nt, -7.3
Cc1cc(/C=C(\C#N)C(=O)O)c(C)n1CC(C)C
 : 1.2, 0.0, -3.2, 4.3, nt, nt, 2.5
CO[C@H]1CN(C)C(=O)c2cc(NC(=O)c3ccccc3F)ccc2OC[C@@H](C)N(CC2CC2)C[C@H]1C
 : 1.0, -0.2, ?, 2.7, 0.1, 2.9, -7.1
O=C(Nc1cccc(S(=O)(=O)N2CCCC2)c1)c1ccccc1OC(F)F
 : 0.3, nt, 8.0, -0.6, 1.8, nt, -0.4
COc1cccc(NC(=O)N2CCCC2C(=O)NC2CCCCC2)c1 (stereo not drawn)
 : -0.7, 0.0, -3.1, -1.6, -3.8, 4.2, 0.2
COc1ccccc1S(=O)(=O)N[C@@H]1CC[C@H](CCn2cc(C3CCCCC3)nn2)O[C@@H]1CO
 : 0.5, 0.2, -1.3, -8.1, -5.5, 14.3, -2.1

# Every second line gives: ERp5 inh, E-sel inducer, DENV2 CPE rescue, S100A4 MyoIIA, PglD inh, Statin myotox sup, SIRT5 inh
Cc1ccc(S(=O)(=O)Nc2ccc3c(c2)C(=O)N([C@@H](C)CO)C[C@@H](C)[C@H](CN(C)S(=O)(=O)c2ccc(F)cc2)OCCCC[C@@H](C)O3)cc1
 : -1.6, 0.1, -1.3, -8.0, -0.4, nt, 18.2*
COCC#Cc1ccc2c(c1)O[C@@H](CN(C)S(=O)(=O)c1cccc(F)c1)[C@@H](C)CN([C@@H](C)CO)S2(=O)=O
 : -4.5, -0.3, -1.3, -6.2, 0.1, -20.2, 3.1
CCOC(=O)c1ccc(NS(=O)(=O)c2ccc3c(c2)oc(=O)n3C)cc1
 : 1.8, 0.2, 0.7, 1.5, -2.2, 6.2, nt
O=C(Cc1cccc2ccccc12)N/N=C/c1ccncc1
 : -4.5, nt, -0.6, 8.1, nt, nt, -2.6
Cc1oc(-c2ccccc2)nc1C(=O)OCC(=O)NCc1ccc(F)cc1
 : 7.3, -0.7, -11.3, -1.4, 5.9, -4.9, nt
O=C(O)C[C@H]1C[C@H]2c3cc(NC(=O)Nc4ccc(C(F)(F)F)cc4)ccc3O[C@H]2[C@H](CO)O1
 : -0.3, 0.1, nt, nt, 4.7, 3.5, -2.6
O=C(NC1CC2CCCC(C1)N2C(=S)Nc1ccc(Cl)cc1)C1CC1 (stereo not drawn)
 : 2.9, nt, -4.2, -2.5, -0.6, -11.7, -0.9
CC1=C(C(=O)N(C)C)C(c2ccc(C)s2)NC(=S)N1 (stereo not drawn)
 : -5.5, 1.0, 0.5, -4.5, nt, nt, -4.1
Cc1ccc(NC2CCCN(C(=O)CN3C(=O)c4ccccc4C3=O)C2)cc1C (stereo not drawn)
 : 6.8, nt, -3.4, -0.4, 4.0, 0.6, -2.1
COC(=O)C(C)NC(=O)c1cn(-c2ccccc2OC)c(=O)c2ccccc12 (stereo not drawn)
 : 5.2, nt, 0.8, 3.2, 0.6, 3.0, -0.9
COc1ccc(/C=C2\SC(=O)NC2=S)cc1OC
 : 6.3, 6.4, -17.4, -1.9, -3.2, nt, 0.8
CCCCc1c(-c2ccccc2OC)ncn1CCc1cccc(Cl)c1
 : 4.5, 1.0, 10.4, -1.2, nt, nt, 3.3
CO[C@@H]1CN(C)C(=O)c2ccc(NC(=O)C3CC3)cc2OC[C@@H](C)N(C(=O)Cc2ccccn2)C[C@@H]1C
 : -4.3, 4.0, -2.6, 1.0, 0.3, 13.3, -0.1
Cc1cn([C@H]2C[C@H](O)[C@@H](CCC(=O)NCc3ccccc3)O2)c(=O)[nH]c1=O
 : 6.8, -0.4, 5.8, 26.2, 5.0, 3.7, -3.6
CC=Cc1ccc2n(c1=O)C[C@@H]1[C@@H](CO)[C@H](C(=O)NC3Cc4ccccc4C3)N(CCC)[C@H]21 (mixture of isomers)
 : -7.6, -1.8, -10.7, 7.1, 8.6, 4.2, 8.4
C[C@H](CO)N1C[C@H](C)[C@H](CN(C)S(=O)(=O)c2cn(C)cn2)Oc2ccc(NC(=O)CCCN(C)C)cc2C1=O
 : -0.9, -1.8, ?, -0.8, 3.0, nt, 9.0
C[C@H](NC(=O)[C@H]1N[C@H]2c3ccc(C4=CCCC4)c(=O)n3C[C@H]2[C@@H]1CO)c1ccccc1
 : -2.1, 0.0, 12.0, -5.4, -1.2, 9.9, 1.3
COc1ccc2c3c([nH]c2c1)[C@H](CO)N(C)CC31CN(C(=O)C2CC2)C1
 : 7.0, -0.1, 44.8*, 1.7, nt, nt, -6.0
O=C([C@@H]1[C@@H](CO)[C@@H]2Cn3c(ccc(C4=CCCC4)c3=O)[C@@H]2N1CC1CC1)N1CCCCC1
 : 0.2, -0.4, 2.4, -20.3, -2.4, -15.3, -4.5
O=C(NCCN1CCCC1)c1ccccc1Cl
 : -8.6, nt, nt, -0.5, 0.2, nt, -1.5
Cc1cc(NC(=O)CN2CCOCC2)n(-c2ccccc2)n1
 : -9.4, -0.1, 2.0, 1.8, 1.2, nt, nt
COCCN(Cc1cc2c(C)cc(C)cc2nc1Cl)C(=O)c1ccccc1F
 : -10.1, nt, 2.7, -4.8, nt, nt, -3.5
NC(=O)C(=O)N/N=C/c1cccc(C(F)(F)F)c1
 : -1.3, 1.2, -5.0, 0.4, nt, nt, -3.5
CO[C@@H]1CN(C)C(=O)c2cc(NS(=O)(=O)c3ccccc3)ccc2OC[C@H](C)N(Cc2cccnc2)C[C@H]1C
 : -8.9, -0.3, 0.9, 17.2, 2.0, -2.4, 0.1
O=C(COc1ccccc1)Nc1cccc(-c2cn3cccnc3n2)c1
 : 7.5, 0.1, -2.4, 11.2, -0.9, 0.0, -31.6
O=C(COc1ccccc1[N+](=O)[O-])Nc1ccc(N2CCN(C(=O)c3cccs3)CC2)cc1
 : 0.2, nt, nt, -1.2, nt, nt, -1.1
CCCNC(=O)NC(=O)CN1CCCC1c1ccc2c(c1)OCCO2 (stereo not drawn)
 : -1.3, nt, 7.4, -6.2, -0.4, 1.7, -1.4
O=C(Cn1c(=O)oc2ccccc21)N1CCCC1
 : 0.6, nt, 1.0, -1.3, nt, 4.1, -4.4
CNC(=O)C1CCN(S(=O)(=O)c2c(C)noc2/C=C/c2ccc(OC)cc2)CC1
 : -1.2, nt, 0.1, 1.8, 0.9, 2.2, 0.3

# Structures listed so far printed as active in SIRT5 inh.
molecule | ERp5 inh | S100A4 MyoIIA | PglD inh | SIRT5 inh
Cc1ccc(S(=O)(=O)Nc2ccc3c(c2)C(=O)N([C@@H](C)CO)C[C@@H](C)[C@H](CN(C)S(=O)(=O)c2ccc(F)cc2)OCCCC[C@@H](C)O3)cc1 | -1.6 | -8.0 | -0.4 | 18.2*

# An excerpt of these results, bar-delimited.
Compound | ERp5 inh | E-sel inducer | DENV2 CPE rescue | S100A4 MyoIIA | PglD inh | Statin myotox sup | SIRT5 inh
COc1ccc(/C=C2\SC(=O)NC2=S)cc1OC | 6.3 | 6.4 | -17.4 | -1.9 | -3.2 | nt | 0.8
CCCCc1c(-c2ccccc2OC)ncn1CCc1cccc(Cl)c1 | 4.5 | 1.0 | 10.4 | -1.2 | nt | nt | 3.3
CO[C@@H]1CN(C)C(=O)c2ccc(NC(=O)C3CC3)cc2OC[C@@H](C)N(C(=O)Cc2ccccn2)C[C@@H]1C | -4.3 | 4.0 | -2.6 | 1.0 | 0.3 | 13.3 | -0.1
Cc1cn([C@H]2C[C@H](O)[C@@H](CCC(=O)NCc3ccccc3)O2)c(=O)[nH]c1=O | 6.8 | -0.4 | 5.8 | 26.2 | 5.0 | 3.7 | -3.6
